# From PubChem
# KAT2A inh = blocks human GCN5L2 histone acetyltransferase; GCN5L2 HAT assay, ThioGlo1 CoA-SH fluorescence; Potency, µM (series often up to 58.9 µM), for the others: top-dose activity change, negative = inhibition, actives largely listed as inhibitors; actives 0.21% (n = 390,000); AID 504327
# Target sequence (Q92830 whole entry, looked up): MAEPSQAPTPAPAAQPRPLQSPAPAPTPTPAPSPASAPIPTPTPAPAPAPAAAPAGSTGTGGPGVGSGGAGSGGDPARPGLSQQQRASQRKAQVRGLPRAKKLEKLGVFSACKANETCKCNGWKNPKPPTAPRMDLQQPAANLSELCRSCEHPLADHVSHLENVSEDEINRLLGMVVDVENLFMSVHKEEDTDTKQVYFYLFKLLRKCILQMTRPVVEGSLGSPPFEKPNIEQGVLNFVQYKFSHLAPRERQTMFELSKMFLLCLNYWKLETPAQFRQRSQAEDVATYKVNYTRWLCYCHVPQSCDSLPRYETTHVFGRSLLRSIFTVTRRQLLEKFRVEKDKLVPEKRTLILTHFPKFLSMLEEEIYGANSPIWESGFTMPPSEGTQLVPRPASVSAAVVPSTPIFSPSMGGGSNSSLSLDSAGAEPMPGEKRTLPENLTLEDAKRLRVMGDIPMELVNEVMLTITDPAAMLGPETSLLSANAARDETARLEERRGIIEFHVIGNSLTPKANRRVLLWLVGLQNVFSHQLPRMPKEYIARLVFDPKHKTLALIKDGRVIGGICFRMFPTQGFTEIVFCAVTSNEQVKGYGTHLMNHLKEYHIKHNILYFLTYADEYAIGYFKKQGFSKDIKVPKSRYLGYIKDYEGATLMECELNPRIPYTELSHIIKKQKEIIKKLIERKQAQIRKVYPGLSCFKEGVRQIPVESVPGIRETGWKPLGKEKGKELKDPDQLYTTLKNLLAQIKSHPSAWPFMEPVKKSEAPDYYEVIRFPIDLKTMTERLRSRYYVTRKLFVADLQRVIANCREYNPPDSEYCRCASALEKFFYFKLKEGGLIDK
#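 Enzyme at 20nM final was mixed with library compounds for 15 min at room temperature. Peptide H3(1-25) at 75uM, acetyl-CoA at 70uM and ThioGlo1 at 50uM were then added. Plates were read immediately and after 20 min (Ex340nm/Em540nm).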
# N370S GC = N370S glucocerebrosidase modulation, Gaucher chaperone candidate | P04062 | N370S GC spleen homogenate, 4MU-glucoside fluorescence | Potency, µM (series often up to 59.4 µM), without a hit: top-dose activity change, negative = inhibition, hits mostly inhibitors | actives 0.092% (n = 330,000);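 note: 0% = full enzyme activity and -100% = no enzyme basal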
# FEN1 inh = blocks human flap endonuclease 1 | actives 0.35% (n = 390,000) | P39748 | Recombinant FEN1 flap cleavage, fluorescence, 15 min | Potency, µM (doses to about 114 µM), inactives show top-dose activity change, negative = inhibition, most hits filed as inhibitors; note: nearly all actives have a fitted effect of over 65% in size
#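 In this screen, 50 nM flap DNA substrate was added to 10 nM FEN1 pretreated with compound for 15 min at room temperature; cleavage was followed with reads at 0 and 15 min, and Hill fitting gave concentration–response parameters.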
# Starred values were filed as active, the others as inactive; ? = inconclusive; . = not tested or not shown; & = joins results of further samples. Calls come from the whole dose curve; as a rule, active = well fitted curve in the direction sought with a large enough effect; inconclusive = small, poorly fitted or top-dose-only effect, or another doubt; inactive = no such curve, though single readings can be large; an effect the other way counts as inactive or inconclusive. Unless noted, % is set by controls: 0 for no effect and ±100 for the full control effect; potency is the fitted concentration of half-maximal effect. Only part of the results is shown; rates above refer to the full screens.
(1) O=C(c1cc(-c2cccc(Cl)c2)nc2ccccc12)N1CCN(c2ccccn2)CC1
(2) O=[N+]([O-])c1cccc(CN2C[C@@]34C=C[C@@H](C[C@@H]3S2(=O)=O)O4)c1
(3) CCN(C[C@H]1N[C@@](CC)(C(=O)OC)[C@H]2C(=O)N(C)C(=O)[C@@H]12)C(=O)c1ccccc1
(4) COC(=O)C1=C(C)N(Cc2ccccc2)C(=O)/C1=C\c1ccco1
(5) C/C(CC(=O)Nc1ccccc1Br)=N\NC(=O)C(=O)N1CCCC1
(6) Cc1nc2ccc(S(=O)(=O)NCC(=O)N3CCC(C)CC3)cc2s1
(7) O=C(Nc1nc2c(s1)CCc1ccccc1-2)c1ccco1
(8) Cc1cc(SCC(=O)N(C)C2CCS(=O)(=O)C2)nc2c(C)cccc12 (stereo not given)
(9) CCOc1ccc(N(C)S(=O)(=O)c2cc(-c3cc(C)no3)ccc2OC)cc1
(10) CC(=O)Nc1ccc(NC(=S)NC(=O)c2cc3ccccc3o2)cc1

Compound	1	2	3	4	5	6	7	8	9	10
KAT2A inh	-13%	?	-1%	-15%	-7%	7%	-9%	-4%	-14%&0%	-3%
N370S GC	0%	1%	.	8%	10%	1%	-2%	-9%	6%	-1%
FEN1 inh	-19%	19%&15%	-5%	7%	0%	0%	-20%	-3%	5%&-5%	-1%

(11) O=C(Nc1ccc(Oc2cccc(C(F)(F)F)c2)nc1)c1ccccc1
(12) S=c1[nH]nc(-c2ccncc2)n1/N=C/C=C/c1ccccc1
(13) Cc1ccc(C2(c3ccc(C)cc3)CC2C(=O)NCc2cccnc2)cc1 (stereo not given)
(14) O=C(N/N=C1\CCCc2ccccc21)c1ccc([N+](=O)[O-])cc1Cl
(15) CCc1ccc(N2CCn3c2nc2c3c(=O)n(Cc3c(F)cccc3Cl)c(=O)n2C)cc1
(16) Cc1onc(-c2c(Cl)cccc2Cl)c1C(=O)NC(=S)N1CCOCC1
(17) CCC(C(=O)OCCN(CC)CC)c1ccccc1 (stereo not given)
(18) CCN(CC(=O)Nc1ccc(NC(C)=O)cc1)C(=O)/C=C/c1cn(-c2ccccc2)nc1-c1ccc(C)cc1
(19) Cc1nn(CC(=O)N2CCCC2)c(=O)c2cc3cc(F)ccc3n12
(20) C=CCN(c1ccccc1)S(=O)(=O)c1cccc(C(=O)NCc2ccco2)c1

Compound	11	12	13	14	15	16	17	18	19	20
KAT2A inh	-12%	-23%	-3%	-24%	-15%	-8%	1%	-20%	-5%	-7%
N370S GC	7%	-5%	-18%	-22%	.	-4%	-21%	-2%	1%	.
FEN1 inh	0%	-1%	5%	-8%	10%	-4%	-7%	-16%	-5%	-9%

(21) O=C(COC(=O)/C=C/c1ccco1)Nc1ccccc1
(22) CS(=O)(=O)N(CC(=O)NCc1ccc2c(c1)OCO2)c1ccccc1
(23) Cc1cc(C(=O)CN2C(=O)C(=O)N(C3CCCC3)C2=O)c(C)n1-c1ccc(F)cc1
(24) Cc1ccc2c(CN(C)Cc3ccc(OC(F)F)cc3)cc(=O)oc2c1C
(25) O=C(N/N=C/c1ccco1)c1cccc(NC(=O)c2cccc(Cl)c2)c1
(26) Cc1cccc(CN2CCN(CC(=O)O)C2=O)c1
(27) C=CCNC(=O)C1CCN(S(=O)(=O)c2cccs2)CC1
(28) OC(COCC1COc2ccccc2O1)CN1CCCCC1 (stereo not given)
(29) CCOC(=O)C1=C(C)N(C)C(=S)NC1c1ccccc1Cl (stereo not given)
(30) C=CCOc1ccccc1CN1CCC(Oc2ccc(C(=O)N3CCCCC3)cc2)CC1

Compound	21	22	23	24	25	26	27	28	29	30
KAT2A inh	-11%	-7%	-23%	-3%	-5%	?	1%	2%	?	0%
N370S GC	14%	-1%	-7%	22%	-2%	-13%	-8%	1%	10%	-15%
FEN1 inh	16%	3%	0%	0%	-1%	-2%	2%	3%	0%	-7%

# Single records, from the list above:
# OC(COCC1COc2ccccc2O1)CN1CCCCC1 (stereo not given) is entered as KAT2A inh = 2%; N370S GC = 1%; FEN1 inh = 3%
# Cc1cc(C(=O)CN2C(=O)C(=O)N(C3CCCC3)C2=O)c(C)n1-c1ccc(F)cc1 is entered as KAT2A inh = -23%; N370S GC = -7%; FEN1 inh = 0%

# Other results
(31) COc1ccc(/C(N)=N/OC(=O)c2ccco2)cc1
(32) O=C(c1cccc(NC2=NC3CS(=O)(=O)CC3S2)c1)N1CCN(c2ncccn2)CC1 (stereo not given)
(33) CCCCN(CC)CCCNC(=O)c1ccc(CS(=O)(=O)c2ccccc2C)o1
(34) O=C(NCc1ccco1)C1CC(=O)N(c2cccc(Cl)c2)C1 (stereo not given)
(35) CCN(CC)S(=O)(=O)c1cccc(-c2nnc(SCCOc3ccccc3C)o2)c1
(36) CCOc1ccc(NC(=O)CSc2nnc(COc3c(C)cccc3C)o2)cc1
(37) CCN1CCN(C(=S)Nc2cccc(Cl)c2)CC1
(38) CC(C)NCc1nnc(-c2ccccc2Cl)o1
(39) CCCc1cc(=O)oc2cc(C)c3c(C)coc3c12
(40) Cc1ccc(CNC(=O)CCNS(=O)(=O)c2cccc3nsnc23)cc1

Compound	31	32	33	34	35	36	37	38	39	40
KAT2A inh	-6%	16%	-4%	0%	-20%	-1%	-2%	-5%	-8%	-5%&-4%
N370S GC	7%	-7%	-6%	-5%	2%	-3%	9%	-1%	9%	-6%
FEN1 inh	5%	-2%	5%	8%	-19%	0%	19%	-7%	6%	-7%&-1%

(41) CCOc1ccc(/C=N/NC(=O)C(=O)N2CCCCCC2)c2ccccc12
(42) O=C(CC1(O)C(=O)N(CCc2ccccc2)c2ccccc21)c1ccco1 (stereo not given)
(43) COC(=O)c1c(-n2cnnn2)sc(C)c1C
(44) CCOC(=O)c1c(NC(=O)CCS(=O)(=O)c2ccccc2)sc2c1CC(C)(C)NC2(C)C
(45) C/C(=N/NC(=O)c1ccoc1C)c1cccc(NC(=O)C2CC2)c1
(46) Cc1ccc(C)n1-c1sc2c(c1C#N)CCC(C)C2 (stereo not given)
(47) CCS(=O)(=O)N1Cc2ccccc2CC1C(=O)Nc1nnc(SCc2ccc(F)cc2)s1 (stereo not given)
(48) CCOC(=O)c1c(C)oc2c1cc(NS(=O)(=O)c1ccc(C)cc1)c1ccccc12
(49) O=C1/C(=C\c2ccco2)SC(=S)N1C1CCS(=O)(=O)C1 (stereo not given)
(50) Cc1cccc2cc(CN(CC3CCCO3)C(=O)c3cnccn3)c(=O)[nH]c12 (stereo not given)

Compound	41	42	43	44	45	46	47	48	49	50
KAT2A inh	?	0%	4%	3%	4%	-6%	-14%	-1%	-10%	-7%
N370S GC	1%	9%	-22%	-16%	0%	6%	11%	.	-13%	6%
FEN1 inh	-27%	-5%	0%	-2%	2%	3%	-3%	-6%	-27%	3%

(51) O=C(O)Cn1c(-c2ccccc2)cc2ccccc21
(52) O=C(OCc1cccc(F)c1)c1ccc2c(=O)n3c(nc2c1)CCC3
(53) O=C(CCCNS(=O)(=O)c1cccs1)N1CCc2ccccc2C1
(54) CC(C)C(=O)Nc1ncc2c(n1)CC(c1cccs1)CC2=O (stereo not given)
(55) COc1ccccc1C(=O)NNC(=O)c1csc(N2CCOCC2)n1
(56) O=C(NNC(=O)c1ccccc1-c1ccccc1C(=O)O)c1cccc([N+](=O)[O-])c1
(57) COC(=O)[C@@H](Cc1c[nH]c2ccccc12)NC(=O)CCC(=O)c1ccc(Br)cc1
(58) CC(C)c1ccccc1
(59) CC1CCCC(C)N1C(=O)COC(=O)c1cccs1 (stereo not given)
(60) O=Cc1cc([N+](=O)[O-])ccc1N1CCOCC1

Compound	51	52	53	54	55	56	57	58	59	60
KAT2A inh	-11%	?	-4%	-5%	-3%	0%	-5%	-1%	1%	-3%
N370S GC	-5%	4%	-5%	-1%	-18%	0%	-8%	-1%	.	-10%
FEN1 inh	19%	-2%	-4%	4%	15%	-1%	0%	2%	20%	5%

(61) O=C(CSc1n[nH]c(-c2ccncc2)n1)Nc1ccccc1Cl
(62) OC(COCc1cccs1)CN1CCN(c2cccc(C(F)(F)F)c2)CC1 (stereo not given)
(63) O=c1c2ccccc2c(-c2ccccc2)nn1Cc1c(Cl)cccc1Cl
(64) Cc1ccc(-n2ncc(C(=O)N3CCN(c4ccccn4)CC3)c2C2CCN(C(=O)OC(C)(C)C)CC2)cc1
(65) Cc1cccc(NC(=O)C2CCN(c3nnc(C)c4c(C)n(-c5ccccc5)nc34)CC2)c1C
(66) CCOC(=O)c1ccc(-n2c(O)c(/C=N/NC(=O)C3COc4ccccc4O3)c3ccccc3c2=O)cc1 (stereo not given)
(67) C/C=C/C(=O)Nc1cccc(C2=NOC3(C2)C[C@@H](C(N)=O)N(C(=O)C(c2ccccc2)c2ccccc2)C3)c1 (stereo not given in full)
(68) COc1ccc(CCNC(=O)CCCCn2c(=O)c3ccccc3n(Cc3cccc(C)c3)c2=O)cc1OC
(69) COc1ccc(S(=O)(=O)N/N=C(/C)c2ccco2)cc1
(70) Cc1ccc(S(=O)(=O)c2nnn3c2nc(N2CCN(c4ccccn4)CC2)c2ccccc23)cc1C

Compound	61	62	63	64	65	66	67	68	69	70
KAT2A inh	-10%	16%	-18%	24%	-6%	-17%	2%	-4%	-2%	-9%
N370S GC	-1%	-8%	?	.	.	-8%	-2%	.	?	12%
FEN1 inh	-6%	5%	-3%	14%	-1%	-1%	-1%	17%	16%	-7%

(71) Cc1ccc(S(=O)(=O)Nc2cccc3c2O[C@@H](CN(C)C(=O)Nc2ccc4c(c2)OCO4)[C@H](C)CN([C@@H](C)CO)C3=O)cc1
(72) CCSc1nnc(-c2cccs2)o1
(73) NC(=O)N1N=C2/C(=C/c3ccccc3)CCCC2C1c1ccccc1 (stereo not given)
(74) COc1ccc2oc(=N)c(C(=O)Nc3ccc(C)cc3)cc2c1
(75) Cc1cc(C)n(-c2nc3ccccc3c(=O)n2OCC#N)n1
(76) CCN(CC)c1ccc(/C=N/N2CCN(c3ccccc3OC)CC2)cc1
(77) COc1ccc(CNC(=O)c2cc3cccc(OC)c3oc2=O)cc1
(78) C=CCNC(=O)/C(C#N)=C/c1cc(Br)ccc1OC
(79) CCOC(=O)C(CC)Sc1nc2c(c(=O)[nH]c(=O)n2C)n1CCc1ccccc1 (stereo not given)

Compound	71	72	73	74	75	76	77	78	79
KAT2A inh	-1%	-1%	-7%	-1%	-2%	-4%	3%	-15%	-3%
N370S GC	.	1%	22%	5%	0%	5%	.	10%	-8%
FEN1 inh	-10%	2%	-25%	-11%	11%	0%	5%	12%	-6%

# Structures from the list above that have a thiophene ring, fused or not:
(27) C=CCNC(=O)C1CCN(S(=O)(=O)c2cccs2)CC1
(43) COC(=O)c1c(-n2cnnn2)sc(C)c1C
(44) CCOC(=O)c1c(NC(=O)CCS(=O)(=O)c2ccccc2)sc2c1CC(C)(C)NC2(C)C
(46) Cc1ccc(C)n1-c1sc2c(c1C#N)CCC(C)C2 (stereo not given)
(53) O=C(CCCNS(=O)(=O)c1cccs1)N1CCc2ccccc2C1
(54) CC(C)C(=O)Nc1ncc2c(n1)CC(c1cccs1)CC2=O (stereo not given)
(59) CC1CCCC(C)N1C(=O)COC(=O)c1cccs1 (stereo not given)
(62) OC(COCc1cccs1)CN1CCN(c2cccc(C(F)(F)F)c2)CC1 (stereo not given)
(72) CCSc1nnc(-c2cccs2)o1

Compound	27	43	44	46	53	54	59	62	72
KAT2A inh	1%	4%	3%	-6%	-4%	-5%	1%	16%	-1%
N370S GC	-8%	-22%	-16%	6%	-5%	-1%	.	-8%	1%
FEN1 inh	2%	0%	-2%	3%	-4%	4%	20%	5%	2%
